# Source: PubChem
# RXFP1 agonist: agonists of human relaxin receptor RXFP1. actives 0.3% (n = 370,000). Potency, µM (titrated, usually from 57.5 µM), for the others: top-dose activation, actives largely listed as activators. AID 2676. HEK293T-RXFP1 cAMP TR-FRET, 30 min; response scale: percent of porcine relaxin response, buffer zero. Q9HBX9; further: potency means the concentration at half of the fitted maximal effect; on the % scale 0 is the no-effect control and ±100 the full control effect; nearly all actives have a fitted effect of over 60% in size; many of its hits are not listed in these tables
# Target sequence (Q9HBX9 whole entry, looked up): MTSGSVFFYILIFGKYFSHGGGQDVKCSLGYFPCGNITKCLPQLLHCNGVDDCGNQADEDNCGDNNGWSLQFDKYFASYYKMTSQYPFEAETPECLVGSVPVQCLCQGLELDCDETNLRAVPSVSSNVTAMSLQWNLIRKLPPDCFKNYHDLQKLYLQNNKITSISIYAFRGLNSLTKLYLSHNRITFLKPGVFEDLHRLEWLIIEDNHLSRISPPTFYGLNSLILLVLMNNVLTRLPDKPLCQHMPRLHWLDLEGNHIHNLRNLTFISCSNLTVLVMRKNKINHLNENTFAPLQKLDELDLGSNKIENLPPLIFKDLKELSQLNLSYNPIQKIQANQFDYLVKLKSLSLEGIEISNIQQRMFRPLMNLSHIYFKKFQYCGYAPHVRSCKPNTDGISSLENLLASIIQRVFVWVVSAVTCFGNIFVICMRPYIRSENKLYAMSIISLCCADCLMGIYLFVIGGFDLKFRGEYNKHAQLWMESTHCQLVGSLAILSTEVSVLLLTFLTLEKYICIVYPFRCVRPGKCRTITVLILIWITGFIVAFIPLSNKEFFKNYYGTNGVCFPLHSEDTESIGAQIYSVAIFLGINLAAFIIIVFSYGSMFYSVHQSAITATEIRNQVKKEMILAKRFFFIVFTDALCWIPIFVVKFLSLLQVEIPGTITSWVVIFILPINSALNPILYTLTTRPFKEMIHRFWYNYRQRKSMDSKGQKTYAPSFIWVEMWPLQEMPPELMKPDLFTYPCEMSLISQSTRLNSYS
#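 HEK293T cells stably expressing RXFP1 were pretreated with the PDE4 inhibitor Ro 20174, exposed to compounds for 30 min at 37C, lysed, and cAMP was read by TR-FRET. Data normalized to buffer (basal) and 29 nM porcine relaxin (100%).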
# D2 PAM: positively modulates the human D2 dopamine receptor allosterically. P14416. HEK293 T-REx D2, calcium flux, EC20 dopamine potentiation. potentiation, % at 10 µM. actives 0.34% (n = 340,000). AID 485347;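 active means potentiation over 3 SD above the plate norm, cut at about 30% in these data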; further: 0% is about no effect
#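 Primary screen. Calcium kinetics in induced HEK293 T-REx D2 cells: compound pre-addition 180 s, EC20 dopamine, 180 s more.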
# LDHA inh: blocks human lactate dehydrogenase A. P00338. purified LDHA, NADH/diaphorase-resazurin fluorescence; active compounds read low. activity change, % (values are at about 110 or 230 µM). actives 0.15% (n = 480,000); in the data active means activity change below about -30%; inconclusive means mostly about -25% to -30%;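 further: plate controls were DMSO wells for no effect and wells without enzyme for full effect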
#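 Enzyme activity of human lactate dehydrogenase 5 (2 nM; 0.06 mM NADH, 0.2 mM pyruvate, 5 min, RT) is measured via a resazurin/diaphorase fluorescence readout of residual NADH.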
# D1 potentiator: human D1 dopamine receptor positive modulation; P21728; HEK293 TREx D1 cells, calcium flux, dopamine EC20 potentiation; potentiation, % at 10 µM; actives 0.036% (n = 360,000); AID 504651; in the data active means potentiation above about 30%; further: 0% is about no effect
# D1 ag: activates the human D1 dopamine receptor; P21728; HEK293 T-REx D1 cells, calcium flux, agonist mode; activation, % at 2 µM; actives 1% (n = 360,000); AID 504660; in the data active means activation above about 30%; further: 0% is about no effect
#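 Inducible HEK293 T-REx D1 cells, force-coupled to calcium signalling, were plated at 4000 cells/well with tetracycline and held overnight at 30 C. After no-wash calcium dye loading, compound-evoked calcium rise over 180 s flagged agonists.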
# Vif-APOBEC3F blk: blocks the Vif interaction with APOBEC3F | Potency, µM (highest dose often 46.1 µM), for inactives: at the highest dose activity, negative = active | HeLa A3F-eYFP + Vif (tagged APOBEC3F with the HIV-1 protein that degrades it), YFP fluorescence increase | actives 0.2% (n = 390,000) | AID 602313; further: potency means the concentration at half of the fitted maximal effect; % of control where 0% means no effect; nearly all actives have a fitted effect of over 65% in size
#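 HeLa cells stably expressing Vif plus C-terminally eYFP-tagged A3F were seeded, incubated overnight at 37 deg C, dosed with compound, incubated overnight again at 37 deg C. Yellow fluorescence (Ex 488/Em 500-530) reported blocked Vif-mediated A3F-eYFP degradation.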
# GRP78 ERSR act: inducers of ER stress response in human glioma cells; Potency, µM, without a hit: top-dose activation, hits mostly activators; AID 602332; actives 0.02% (n = 420,000); U87-MG GRP78 promoter luciferase reporter, 16 h; further: potency means the concentration at half of the fitted maximal effect; series mostly up to about 76 µM; % of control where 0% means no effect; nearly all actives have a fitted effect of over 35% in size
#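 Stably transfected U87-MG human glioma cells carrying a GRP78-based luminescent sensor were seeded at 1000 cells/well, pin-dosed with compounds and incubated 16 h. Luciferase reagent was then added, and end-point luminescence was read after 10 min at room temperature.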
# D1 antag: blocks dopamine activation of the human D1 receptor; P21728; HEK293 TREx D1 cells, calcium flux, dopamine EC80; active compounds read low; activity change, negative = inhibition, % at 10 µM; actives 3.2% (n = 360,000); AID 504652; in the data active means activity change below about -30%; further: on the % scale 0 is the no-effect control and ±100 the full control effect
#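 Tetracycline-induced HEK293 Trex D1 cells, force-coupled to calcium, dye-loaded; compounds added and read 180 s, then EC80 dopamine added and calcium flux tracked kinetically another 180 s.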
# Vif-APOBEC3G blk: Vif-A3G binding inhibition. Q9HC16. HeLa A3G-eYFP + Vif (tagged APOBEC3G with the HIV-1 protein that degrades it), YFP fluorescence, overnight. Potency, µM (titrated, usually from 46.1 µM), for inactives: top-dose activity, negative = active, hits mostly inhibitors. actives 0.076% (n = 410,000). AID 602310;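 further: potency means the concentration at half of the fitted maximal effect; on the % scale 0 is the no-effect control and ±100 the full control effect; nearly all actives have a fitted effect of over 60% in size; hits raise eYFP signal because A3G escapes Vif-driven loss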
#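 Read-out is eYFP fluorescence (Ex 488/Em 500-530) from Vif-expressing HeLa A3G-eYFP cells; more signal means A3G escaped Vif-mediated degradation. Cells plated overnight, compound pinned in, incubated overnight at 37 deg C.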
# * marks the source's active call; other numbers are inactive results; ? = inconclusive; / = not tested or not shown; & = joins results of further samples. Unless noted, the call rests on the fitted dose curve; in most records, active means well fitted curve in the direction sought with a large enough effect; inconclusive means small, poorly fitted or top-dose-only effect, or another doubt; inactive means no such curve, though single readings can be large; an effect the other way counts as inactive or inconclusive. These rows are one share of the data; rates above refer to the full screens.
canonical_smiles,RXFP1 agonist,D2 PAM,LDHA inh,D1 potentiator,D1 ag,Vif-APOBEC3F blk,GRP78 ERSR act,D1 antag,Vif-APOBEC3G blk
O=c1ccc(-c2ccccc2)n[nH]1,-2.2%,-3.2,-10.1,-0.8,-2.2,-2.3%,-2.1%,10.1,0.4%
O=C(CCNS(=O)(=O)c1ccccc1)N1CCOCC1,-0.3%,/,-0.1,-6.8,0.3,-5.0%,-0.4%,2.9,-0.8%
CCC(=O)Nc1cc(-c2cccc(C)c2)nn1-c1ccccc1,-3.2%,11.0,-4.9,-0.3,0.0,-7.4%,-0.3%,9.3,-2.3%
CCOc1ccc(C(=O)Nc2ccc(NC(=S)NC(=O)CC)cc2)cc1Cl,4.8%,3.0,-6.2,0.5,4.6,-1.8%,-4.6%,6.4,2.8%
CCOC(=O)c1cnc2ccc(OCC)cc2c1NCCN1CCOCC1,0.4%,-34.7,4.4,-4.4,2.8,8.5%,-2.9%,-26.1,1.4%
O=C(c1ccccc1)N1CCN(CC2CC=CCC2)CC1 (configuration not stated),0.9%,-15.1,-20.4&9.8,-9.1,3.6,4.4%,-2.6%,5.6,1.2%
O=C(CN1CCN(c2ccc([N+](=O)[O-])cc2)CC1)Nc1ccccn1,2.2%,-0.5,-6.8,-8.5,15.5,1.9%,0.7%,-14.5,2.0%
Cc1c(Cl)cccc1NC(=O)CN1C(=O)COc2ccc(S(=O)(=O)Nc3ccccc3)cc21,-0.1%,-5.0,-4.1,1.8,0.4,-12.1%,-0.7%,5.5,2.9%
C/C(=N/NC(=O)CC(=O)N/N=C(\C)c1ccc([N+](=O)[O-])cc1)c1ccc([N+](=O)[O-])cc1,0.6%,0.5,-7.1,-1.9,1.8,13.8%,-5.3%,-8.2,0.2%
COc1ccc(-c2cccc(NS(=O)(=O)c3cccs3)c2)nn1,-1.4%,11.5,-11.5,-0.5,-0.6,0.7%,-7.0%,-8.9,0.8%
CN(Cc1ccccc1)C(NC(=O)c1ccccc1)C(Cl)(Cl)Cl (configuration not stated),0.1%,-5.5,-0.7,3.0,1.0,-10.3%,0.8%,12.4,-0.4%
Cc1ccc(NC(=O)CCc2ccc(C)o2)cc1,-0.5%,-5.3,-0.1,-3.8,4.2,3.0%,2.9%,-4.9,-11.1%
COC(=O)Cn1c(C(O)c2ccccc2)nc2ccccc21 (configuration not stated),0.5%,11.5,-0.6,1.4,3.7,-0.1%,-6.7%,-7.7,-0.3%
CC1CC(C)CN(S(=O)(=O)c2ccc(C(=O)NNC(=O)c3ccccc3F)cc2)C1 (configuration not stated),/,/,-2.2,/,/,?,-1.5%,/,-6.3%
Fc1ccc(CSc2ccc3nnc(-c4ccccn4)n3n2)cc1,13.9%,0.1,-11.9,-3.8,1.0,10.6%,-5.9%,-9.2,-1.5%
COc1ccc(-n2nc(C(=O)NCC(=O)N3CCCCCC3)c3ccccc3c2=O)cc1OC,5.3%,-2.9,-2.5,-5.9,-3.8,0.3%,0.6%,6.8,0.8%
CCOC(=O)C1(CCCc2ccccc2)CCN(C(=O)C(C)n2cncn2)CC1 (configuration not stated),-0.7%,17.9,-2.7,-1.4,2.4,0.5%,-0.5%,6.4,3.9%
Fc1ccc(-c2nc3ccc(Br)cn3c2Cc2ccccc2)cc1,/,/,0.4,/,/,-13.4%,0.1%,/,-5.2%
COc1ccc(S(=O)(=O)CCC(=O)Nc2c(C)n(C)n(-c3ccccc3)c2=O)cc1,-0.3%,-5.6,4.1,0.8,3.2,-1.5%,-4.2%,-5.3,-5.4%
Cn1c(SCc2ccccc2Cl)nc2ccccc21,1.3%,13.8,-1.2,-12.4,4.5,3.7%,4.0%,-20.2,-5.5%
O=C(NNC(=O)C1CCCO1)c1ccccc1Cl (configuration not stated),-0.4%,-9.6,-0.9,-7.5,0.9,-2.0%,0.9%,3.1,-2.9%
O=C(NNc1nc2ccccc2s1)Nc1ccc(F)cc1,-1.7%,1.0,-1.6,-3.0,1.9,-0.4%,-0.1%,12.2,-6.2%
O=C(NCc1ccccc1Cl)c1ccc2c(c1)N(Cc1ccccc1)C(=O)CS2,3.6%,-6.3,-8.4,-2.2,0.8,-3.1%,-1.0%,-4.6,-5.5%
COCCNC(=O)C1CCC(=O)N1S(=O)(=O)c1ccc(C)cc1 (configuration not stated),1.0%,8.9,-12.8,-1.6,0.6,-1.6%,-2.7%,-2.1,0.7%
O=C(Nc1ccc([N+](=O)[O-])cc1)C1COc2ccccc2O1 (configuration not stated),-2.6%,-10.3,-8.6,-4.9,3.3,-6.2%,3.1%,-4.5,-2.2%
COCCn1c(N)c(N(Cc2ccccc2)C(=O)c2cc(=O)[nH]c3ccccc23)c(=O)[nH]c1=O,/,/,-8.9,/,/,-6.7%,-5.5%,/,-0.5%
CCN(c1ccccc1)S(=O)(=O)c1cc(C(=O)OC(C)C(=O)Nc2ccc3c(c2)OCCO3)ccc1C (configuration not stated),3.7%,-2.3,-5.2,2.2,2.7,7.8%,-1.4%,-1.5,-0.6%
COc1ccc(OC)c(NC(=O)CSc2cn(CC(=O)N3CCCCCC3)c3ccccc23)c1,?,0.0,2.0,-3.4,0.9,-10.9%,-3.0%,-5.6,3.4%
CC(SCC(=O)O)c1nc2ccccc2[nH]1 (configuration not stated),0.9%,-7.8,-0.7,-2.6,8.0,-7.2%,-4.2%,6.1,1.0%
CC(=O)Nc1ccc(S(=O)(=O)N(C)CC(=O)NCCOc2ccccc2)cc1,/,/,-2.0,/,/,2.4%,-2.1%,/,8.1%
NC(=O)c1nc(-c2ccco2)nc2c1[nH]c(=O)n2-c1ccc(Cl)c(Cl)c1,-0.9%,0.7,-2.4,-2.8,0.9,0.7%,-1.6%,10.3,-4.8%
Cc1nc(N)nc(Cl)c1Cc1ccc(Cl)cc1,-1.1%,2.5,0.3,1.1,4.7,13.1%,-0.1%,-5.8,3.7%
COc1cc(OC)c(C(=O)OCC(=O)c2ccc3c(c2)NC(=O)CO3)cc1OC,/,/,-3.2,/,/,1.1%,0.3%,/,-12.9%
c1ccc(-c2nc(SCc3nc4ccccc4[nH]3)c3oc4ccccc4c3n2)cc1,/,/,-4.6,/,/,1.0%,2.2%,/,2.3%
COc1ccc(C2NC(=O)Cc3cc(OC)c(OC)cc32)cc1OC (configuration not stated),0.0%,8.4,2.4,-2.6,3.2,8.7%,-1.1%,-3.8,1.8%
N#C/C(=C\c1ccc(-c2ccc(C(=O)O)cc2)o1)C(=O)Nc1ccc(F)cc1,4.5%,10.9,-13.1,-5.0,10.7,?,-0.7%,18.4,-25.3%
COC(=O)C(CC(=O)O)NCc1ccco1 (configuration not stated),-0.3%,-2.9,-0.8,2.6,4.1,0.6%,-6.6%,-6.9,2.4%
Cc1coc(C)c1C(=O)CC1(O)C(=O)N(CCc2ccccc2)c2ccccc21 (configuration not stated),0.2%,-3.9,11.5,-0.4,1.5,-6.7%,-2.9%,-6.5,1.1%
CC1CN(C(=O)c2ccc(-c3cccc(C(F)(F)F)c3)o2)CC(C)O1 (configuration not stated),3.2%,-4.4,-1.9,-3.3,2.6,-30.5%,2.1%,-12.1,-0.5%
O=C(NNC1CC(=O)N(c2ccc(F)cc2)C1=O)c1cccnc1 (configuration not stated),6.1%,13.3,-5.2,-5.1,4.9,-26.0%,-0.2%,-9.7,3.0%
Cc1ccc(Oc2nc3ccccc3n3c(C)nnc23)cc1,-0.5%,2.4,-14.5,-1.8,0.4,-0.5%,-3.4%,19.4,0.5%
Cc1ccc(NC(=O)c2oc3ccc(S(=O)(=O)N(C)C4CCCCC4)cc3c2C)cc1Cl,-1.1%,-1.1,0.1,2.6,-1.5,0.5%,-2.7%,13.5,1.1%
CC(=O)Nc1cccc(C(=O)OCCCOc2ccc(F)cc2)c1,0.1%,-4.8,-5.8,-5.0,10.7,0.4%,3.5%,-17.9,0.4%
Cc1ccc(-c2noc(C3CC(=O)N(c4ccc5c(c4)OCCO5)C3)n2)cc1 (configuration not stated),1.8%,-10.4,0.8,-7.3,14.3,-6.8%,-4.9%,-10.0,-3.0%
CCc1c(C)c2cc(Cl)c(O)c(CN(CC)CC)c2oc1=O,18.4%,16.9,0.3,1.9,-1.9,-5.4%,-6.6%,3.9,-1.1%
C[C@H](CO)N1C[C@H](C)[C@@H](CN(C)S(=O)(=O)c2cccs2)Oc2ccc(NC(=O)Cc3ccccc3)cc2C1=O,/,/,-0.7,/,/,-0.1%,-3.9%,/,-2.5%
CCSc1oc(-c2cccs2)nc1S(=O)(=O)c1ccccc1,0.3%,0.2,0.6,-2.1,4.6,-19.2%,-1.9%,-0.8,-10.9%
COc1ccc(-c2cc(OC)c3ccccc3n2)cc1,0.8%,-13.0,-1.8,-6.8,-0.1,1.8%,3.0%,1.1,-3.2%
Cc1ccc(NC(=O)CN(C)C(=O)CCC(=O)c2cccs2)cc1,1.5%,-6.1,0.0,6.3,2.0,-1.6%,-2.6%,-4.9,-3.2%

# Compound profiles (already shown).
# COc1ccc(-c2cc(OC)c3ccccc3n2)cc1 across the screens: RXFP1 agonist: 0.8%; D2 PAM: -13.0; LDHA inh: -1.8; D1 potentiator: -6.8; D1 ag: -0.1; Vif-APOBEC3F blk: 1.8%; GRP78 ERSR act: 3.0%; D1 antag: 1.1; Vif-APOBEC3G blk: -3.2%
# Cc1ccc(NC(=O)c2oc3ccc(S(=O)(=O)N(C)C4CCCCC4)cc3c2C)cc1Cl across the screens: RXFP1 agonist: -1.1%; D2 PAM: -1.1; LDHA inh: 0.1; D1 potentiator: 2.6; D1 ag: -1.5; Vif-APOBEC3F blk: 0.5%; GRP78 ERSR act: -2.7%; D1 antag: 13.5; Vif-APOBEC3G blk: 1.1%
